UDG counterscr – blocks uracil-DNA glycosylase in AID counter-screen. FRET deamination/UDG coupled assay, UDG read, 4 h. Potency, µM (top dose mostly 115 µM), inactives show top-dose activity change, negative = inhibition, actives largely listed as inhibitors. 0.14% of 91,000 active. AID 1347430; note: nearly all actives have a fitted effect of over 65% in size
AID inh – activation induced cytidine deaminase inhibition | 0.32% of 91,000 active | AID deamination FRET fluorescence, UDG-coupled, 4 h | Q9GZX7 | Potency, µM (series often up to 115 µM), inactives show at the highest dose activity change, negative = inhibition, hits mostly inhibitors | AID 1347428; note: nearly all actives have a fitted effect of over 25% in size
Target sequence (Q9GZX7 whole entry, looked up): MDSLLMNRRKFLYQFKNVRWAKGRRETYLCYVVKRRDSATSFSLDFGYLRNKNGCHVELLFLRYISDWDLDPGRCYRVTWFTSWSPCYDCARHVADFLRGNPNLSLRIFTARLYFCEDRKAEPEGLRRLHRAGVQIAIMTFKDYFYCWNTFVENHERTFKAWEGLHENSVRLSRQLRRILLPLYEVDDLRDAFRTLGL
Numbers without * were called inactive; ? = inconclusive; [ ] = remark or other dose. Calls come from the whole dose curve; as a rule, active = well fitted curve in the direction sought with a large enough effect; inconclusive = small, poorly fitted or top-dose-only effect, or another doubt; inactive = no such curve, though single readings can be large; an effect the other way counts as inactive or inconclusive. % is set by controls: 0 for no effect and ±100 for the full control effect; potency is the fitted concentration of half-maximal effect. Only part of the results is shown, so the mix of outcomes need not match the whole.

SMILES | UDG counterscr | AID inh
CCN(C(=O)C1CCCN(c2ncnc3c2nc2n3CCCCC2)C1)c1cccc(C)c1 (stereo not drawn) | -5%[57.5 µM] | -3%[57.5 µM]
Cc1cccc(C(=O)Nc2ccc(C3(C(=O)NCCC(C)C)CCCCC3)cc2)c1 | -6% | 6%
Cc1ccc(CCNC(=O)c2cc3c(=O)n(C)c4ccccc4c3n2C)cc1 | -6% | -4%
COc1cc(C=O)cc(Br)c1OCc1cccc(C)c1 | -5% | -22%
CN(CCOc1ccccc1)Cc1nc(N)nc(N(C)C)n1 | -7% | -13%
COc1cc(C2C(C#N)=C(N)Oc3n[nH]c(-c4ccccc4)c32)cc(OC)c1OC (stereo not drawn) | -4% | -11%
CC(C)Cc1nc(NCc2cccnc2)c(C#N)c2c1CCCC2 | -16% | -23%
COc1cc(Cl)c(C)cc1NC(=O)CCc1nc2cccnc2n1Cc1cccs1 | -3% | 258%[activator]
CN(C(=O)c1ccc(C(C)(C)C)cc1)c1c(F)cccc1F | -7% | -12%
COc1ccc(-c2[nH]c(-c3ccc(F)cc3)nc2SCC(=O)Nc2ccc(OC)c(OC)c2)cc1 | 3% | 7%
CCN(CC)CCCN(C/C=C/c1ccccc1)C/C=C/c1ccccc1 | -5% | -7%
CC(C)Oc1ccc(CNC(=O)CN2C(=O)c3cccnc3Oc3ccc(Cl)cc32)cc1 | 16% | 22%
O=C(NCCc1c[nH]c2ccccc12)C12CC3CC(CC(C3)C1)C2 | -5% | -15%
COc1ccccc1CNC(=O)C12CCC(=O)N1CCS2 (stereo not drawn) | -1% | 3%
O=C(Cn1cc(S(=O)(=O)Cc2cccc(Cl)c2)c2ccccc21)NCc1ccccc1Cl | 14% | -4%
CCN(C(=O)CCS(=O)(=O)c1ccc2c(c1)CCN2C(C)=O)c1cccc(C(F)(F)F)c1 | -7% | 0%
COc1cc(OC)c(C2SCCN2S(=O)(=O)c2ccc(C)cc2)cc1OC (stereo not drawn) | -3% | -5%
Cc1cccc(N(C)C(=O)c2cc3c(=O)oc4ccc(C)cc4c3s2)c1 | -15% | -25%
CCOC(=O)c1ccc(Oc2c(C(F)(F)F)oc3cc(OS(C)(=O)=O)ccc3c2=O)cc1 | 1% | -3%
COc1ccc(Cl)cc1NC(=O)Cn1ncc2ccc(OC)c(OC)c2c1=O | 1% | 2%
Cc1c(OS(=O)(=O)c2cccs2)ccc2c(-c3ccccc3)cc(=O)oc12 | 3% | -10%
CCOc1ccc(N2CC(NC(=O)CCc3ccccc3)CC2=O)cc1 (stereo not drawn) | -3% | 8%
CCOC(=O)c1cc(-c2ccccc2)n(-c2cccc(C(=O)Nc3ccc(F)c(F)c3)c2)c1C | 29% | -17%
COc1cc(OC)cc(C(=O)N2CCC(c3ccncc3)CC2)c1 | -4% | -9%
Cc1ccc(-n2nc(C(=O)N3CCN(c4cc(Cl)ccc4C)CC3)c3c4ccccc4n(C)c3c2=O)cc1 | -30% | -7%

(cont.)
SMILES | UDG counterscr | AID inh
CSC1=N/C(=C\c2ccc(OC(C)=O)cc2)C(=O)S1 | -6% | -3%
Cc1ccc(N2CC(NC(=O)Cc3cccs3)CC2=O)cc1C (stereo not drawn) | -9% | 18%
O=C(CCc1c[nH]c2ccccc12)NCc1cccs1 | -4% | -4%
COc1cc(C(=O)Nc2ccc3nc(SCc4ccccc4)sc3c2)cc(OC)c1OC | 82%[activator] | 2%
CCC(C)NC(=O)CCCn1c(=O)c2cccn2c2ccccc21 (stereo not drawn) | 7% | -11%
CCCOc1cccc(-c2cc(C(=O)O)c3cc(C)ccc3n2)c1 | 3% | -9%
CC(=O)N1CCCc2cc(S(=O)(=O)N(C)CC(=O)Nc3ccc(C(C)C)cc3)ccc21 | -19% | -25%
O=C(NCc1ccc(F)cc1)C(=O)NCC(c1ccco1)S(=O)(=O)c1cccs1 (stereo not drawn) | 59%[activator] | 7%
CNC(=O)C1CN(C(=O)CCc2ncc(-c3ccccc3)o2)c2ccccc2O1 (stereo not drawn) | 4% | 6%
O=S(=O)(c1ccc(N2CCN(Cc3ccccc3)CC2)nc1)N1CCCCC1 | 5% | 3%
COC(=O)c1ccc2oc(=O)c(S(=O)(=O)c3ccc(F)cc3)cc2c1 | 2% | 1%
Brc1ccc([C@H]2CN3CCSC3=N2)cc1 | 0% | -7%
COc1cccc(CNC(=O)CCc2c(C)nn(-c3ccc(N4CCCC4)nn3)c2C)c1 | 0%[57.5 µM] | 4%
COc1ccc(OC)c(NC(=O)CSc2cn[nH]n2)c1 | 1% | -7%
COC(=O)c1ccc(CN(C)C(C)C(=O)Nc2cc(C)ccc2C)cc1 (stereo not drawn) | 0% | 3%
CCOC(=O)c1ccc2ncc(C(=O)OCC)c(NCCCOC(=O)c3cccnc3)c2c1 | -2% | -15%
Cc1ccccc1OCCSc1nc2ccc(NC(=O)c3ccccc3)cc2s1 | ? | 12%
Cc1ccc(Nc2c(-c3ccccn3)nc3ccc(Br)cn23)cc1 | 0% | 21%
COc1ccc(CNC(=O)CN(c2cc(C)cc(C)c2)S(=O)(=O)c2c(C)[nH]c(=O)[nH]c2=O)cc1 | -2%[57.5 µM] | -6%[57.5 µM]
Cc1ccc(C)c(/C=N/Nc2cc(C(F)(F)F)ccc2Cl)c1 | -11% | -10%
COc1ccc2cc(CNc3ccccc3)c(=O)n(CC(=O)Nc3ccc(C)cc3C)c2c1 | -15% | 4%
Cc1ccc(C(=O)OCc2nc3ccccc3o2)cc1 | 6% | -4%
Cc1ccc2nc(SCC(=O)Nc3ccccc3C(=O)Nc3ccccc3)[nH]c2c1 | -3% | -2%
Cc1cc2ccccc2n1CCNC(=O)c1cc(C(F)(F)F)cc(C(F)(F)F)c1 | -11% | 36%[activator]
COc1ccc(-c2nnc3sc(NC(=O)C4CCCCC4)nn23)cc1OC | 2% | 4%

Single values from the entries so far.
AID inh result of Cc1cccc(C(=O)Nc2ccc(C3(C(=O)NCCC(C)C)CCCCC3)cc2)c1 → 6%
UDG counterscr result of CN(CCOc1ccccc1)Cc1nc(N)nc(N(C)C)n1 → -7%

One compound at a time (already shown). Order of values: UDG counterscr	AID inh
CC(C)Cc1nc(NCc2cccnc2)c(C#N)c2c1CCCC2 is listed with -16%	-23%
CSC1=N/C(=C\c2ccc(OC(C)=O)cc2)C(=O)S1 is listed with -6%	-3%
CNC(=O)C1CN(C(=O)CCc2ncc(-c3ccccc3)o2)c2ccccc2O1 (stereo not drawn) is listed with 4%	6%
O=C(CCc1c[nH]c2ccccc12)NCc1cccs1 is listed with -4%	-4%

More records:
SMILES | UDG counterscr | AID inh
Cc1cccc(N2CCN(C(c3ccccc3)c3nnc(-c4ccccc4Cl)o3)CC2)c1C (stereo not drawn) | -9% | ?
Cc1ccc2nc(N3CCN(c4cccc(C)c4C)CC3)c3nnnn3c2c1 | -1% | 13%
O=[N+]([O-])c1ccc(F)c2ncccc12 | -14% | 18%
CC1CCN(c2oc(-c3cccs3)nc2S(=O)(=O)c2ccccc2)CC1 | -8%[57.5 µM] | -7%[57.5 µM]
Cc1ccc(NC(=O)C2CCCN(S(=O)(=O)c3c(C)nn(C)c3C)C2)c(C)c1 (stereo not drawn) | -8% | ?
COc1ccc(OCc2ccc(-c3nc(C#N)c(N4CCN(c5cccc(Cl)c5)CC4)o3)o2)cc1 | -12% | 1%
CCOc1ccc(C2CC(c3ccccc3NS(=O)(=O)c3ccccc3)=NN2C(=O)CC)cc1 (stereo not drawn) | 6% | 7%
CCOC(=O)C1CCN(C(=O)C2CCN(C3=NS(=O)(=O)C(c4ccc(C)cc4)=C3CC)CC2)CC1 | 11% | -7%
O=C(NCc1ccccc1)c1ccc(NC(=O)N2CC3CCCN3c3ccccc32)cc1 (stereo not drawn) | 3% | -9%
CCCC(=O)N1N=C(c2ccc(OC)cc2)CC1c1ccc2nccnc2c1 (stereo not drawn) | -6% | -11%
O=C(Nc1ccncc1)c1ccc(COc2cc(Cl)ccc2Cl)cc1 | -8% | -9%
Cc1nc2c3ccccc3ccc2c2ccccc12 | -4% | -4%
O=C(NCC(O)c1ccccc1C(F)(F)F)c1cnccn1 (stereo not drawn) | -6% | -3%
COc1cccc(C(=O)NCc2ccc3c(c2)CCN3C(=O)c2ccncc2)c1 | 0% | -5%
COc1cccc(CNC(=O)Cn2ncc3c4ccccc4n(C)c3c2=O)c1 | -15%[57.5 µM] | 4%
CCC1CCc2nc3ccc(Cl)cc3c(-c3ccccc3F)c2C1 (stereo not drawn) | -9% | -20%
CCc1ccc2ncc(C(=O)c3ccc(C)c(C)c3)c(N3CCC(C(N)=O)CC3)c2c1 | -26% | -12%
CC(=O)c1ccc(N2CCN(C(=O)CCCCn3c(=O)[nH]c4ccsc4c3=O)CC2)cc1 | -6% | -2%
O=C(Nc1ccc(F)cc1)c1ccc(S(=O)(=O)C2CCS(=O)(=O)C2)cc1 (stereo not drawn) | ? | -4%
CCn1c(CNC(=O)c2ccc(OC)cc2)nnc1SCC(=O)Nc1cccc(C)c1C | -3% | 1%
COc1ccc(Br)cc1CNC(=O)CSc1n[nH]c(-c2ccccc2)n1 | 6% | -9%
c1ccc(-c2ccc(CNCc3ccncc3)o2)cc1 | -11% | 4%
CCOC(=O)c1cc(OC(=O)c2cccc(Cl)c2)n(-c2ccccc2)n1 | -4% | -4%
CCOCCCn1c(=N)c(C(=O)NC2CCCCC2)cc2c(=O)n3ccccc3nc21 | -7% | 8%
COc1ccc(NC(=O)CCCn2nc(C)c3sc4ccccc4c3c2=O)cc1 | 0% | 3%

Sorted by value in AID inh (falling): some entries from above.
structure	AID inh
O=[N+]([O-])c1ccc(F)c2ncccc12	18%
Cc1ccc2nc(N3CCN(c4cccc(C)c4C)CC3)c3nnnn3c2c1	13%
CCOC(=O)c1cc(OC(=O)c2cccc(Cl)c2)n(-c2ccccc2)n1	-4%

Additional results.
SMILES | UDG counterscr | AID inh
Cc1cc(NC(=O)CSc2nnnn2-c2cccc(C)c2C)n(-c2ccccc2)n1 | 5% | -16%
COC(=O)c1ccccc1NC(=O)C1(c2cccs2)CCOCC1 | -20% | 21%
CC(C)CNC(=O)COc1ncnc2ccc(Br)cc12 | 4% | 1%
Nc1ccc(NS(=O)(=O)c2cccc(Cl)c2Cl)cc1[N+](=O)[O-] | 11% | 38%[activator]
CCOc1ccc(NC(=O)CCNS(=O)(=O)c2ccc3c(c2)oc(=O)n3C)cc1 | 0% | 6%
CCCn1nc(C(=O)OC(C)C(=O)NCc2ccco2)c2ccccc2c1=O (stereo not drawn) | -3% | 7%
CC(=O)NC(C)(C)Cc1ccc(O)c(Br)c1 | -7% | -3%
CCn1cc(S(=O)(=O)N2CCN(c3ccccc3OC)CC2)cn1 | 9% | 1%
CCOc1ccc(-c2nnc(SCC(=O)NCc3ccc(Cl)cc3)o2)cc1 | 1% | 15%
Cc1ccccc1COC(=O)c1cnccn1 | -5% | 12%
COc1ccc(OC)c(-c2csc(NC(=O)c3nn(C(C)C)c(=O)c4ccccc34)n2)c1 | 5% | 4%
CCCNC(=O)C12CC3CCC(CC(C3)C1)C2 | -11% | -5%
COC(CNC(=O)C1CCN(c2ncnc3sc4c(c23)CCC4)CC1)OC | 13% | 0%
CCOc1cc(/C=C2\NC(=O)NC2=O)cc(Cl)c1OCc1cccc(F)c1 | -11% | -8%
Cc1nc2ccc(S(=O)(=O)NCC(=O)Nc3ccc(C)c(Cl)c3)cc2s1 | -1% | 10%
O=C1c2ccccc2-c2ccccc21 | 0% | -3%
CCCC12CN3CC(C)(CN(C1)C3c1cc(Br)ccc1OC)C2=O (stereo not drawn) | -5% | -4%
CCC1CN(C(=O)N2CCC(C(=O)NCc3cccc(C)c3)CC2)c2ccccc2O1 (stereo not drawn) | 5%[57.5 µM] | ?
Nc1nnnn1NCc1ccc(-c2cccc(Cl)c2)o1 | -6% | -12%
COc1cccc(N2C(=O)c3cc4oc(C)cc4n3CC2(C)C(=O)NC2CCCCCC2)c1 (stereo not drawn) | -8% | -1%
Cc1ccc(CNC(=O)CSC2=Nc3ccccc3C3=NC(C)C(=O)N23)cc1 (stereo not drawn) | 4% | 1%
CCCCNC(=O)C1CCC(Cn2c(=O)c3sccc3n(Cc3ccccc3)c2=O)CC1 (stereo not drawn) | -8% | ?
O=C(/C=C/c1ccco1)Oc1ccc(Sc2ccc(OC(=O)/C=C/c3ccco3)cc2)cc1 | -13% | -25%
COc1ccc2c(-c3ccccc3)cc(SCC(=O)N3CCOCC3)nc2c1 | -2% | ?
Cc1ccc2c(CSc3nnc4ccccn34)cc(=O)oc2c1 | 20% | 0%
N#CC(C#N)=Cc1cccn1-c1ccc2ccccc2c1 | -2% | 5%

Compounds shown so far with a nitro group on carbon:
SMILES | UDG counterscr | AID inh
O=[N+]([O-])c1ccc(F)c2ncccc12 | -14% | 18%
Nc1ccc(NS(=O)(=O)c2cccc(Cl)c2Cl)cc1[N+](=O)[O-] | 11% | 38%[activator]
